Screening results from PubChem BioAssay.
TexasRed fluor: Total Fluorescence Counterscreen for Inhibitors of the Interaction of Thyroid Hormone Receptor and Steroid Receptor Coregulator 2. Potency, µM (doses to about 106 µM), for the others: at the top dose fluorescence change, negative = quenching. TRb/SRC2 Texas Red total fluorescence interference. actives 0.29% (n = 280,000); active = well fitted curve in either direction with a large enough effect; inconclusive = small, poorly fitted or top-dose-only effect
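Human TRb ligand-binding domain at 0.6 uM with 20 nM Texas Red SRC2 peptide in Tris buffer containing 1 uM T3 and 5% DMSO, incubated with compound 5 h at ambient temperature. Total fluorescence (555/632 nm) calculated as parallel + 2 × perpendicular.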
Tau FP inhib: qHTS for Inhibitors of Tau Fibril Formation, Fluorescence Polarization | K18 P301L tau heparin fibrillization, Alexa594 FP, 6 h | Potency, µM (titrated, usually from 57.7 µM), for inactives: at the top dose activity, negative = inhibition, usual class: inhibitors | actives 0.39% (n = 280,000); also: nearly all actives have a fitted effect of over 55% in size
Target sequence (P10636 561-689 P618L limits assumed): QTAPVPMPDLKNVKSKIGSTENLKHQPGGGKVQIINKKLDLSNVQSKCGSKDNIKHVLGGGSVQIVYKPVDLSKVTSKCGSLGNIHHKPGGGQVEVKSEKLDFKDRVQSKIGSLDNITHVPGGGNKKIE
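Quantitative HTS format: compounds meet 15 uM recombinant K18 P301L tau and Alexa 594-tau tracer in 100 mM sodium acetate pH 7; 20 uM heparin triggers fibrillization at 37 C over 6 hr; FP gives the signal.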
Tau ThT inhib: qHTS for Inhibitors of Tau Fibril Formation, Thioflavin T Binding | Microtubule-associated protein tau (Homo sapiens), P10636 | recombinant tau K18 P301L, heparin-induced fibrillization, ThT fluorescence | Potency, µM (doses to about 57.4 µM), for the others: top-dose activity, negative = inhibition, actives largely listed as inhibitors | actives 2.1% (n = 270,000) | AID 1460, 2008; also: nearly all actives have a fitted effect of over 55% in size
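ThT emission at 510 nm, taken 1 hr after adding 30 uM dye, quantifies aggregates formed when 20 uM heparin acts on human tau K18 P301L for 6 hr at 37 C.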
L3MBTL1 inh: qHTS Assay for the Inhibitors of L3MBTL1; AlphaScreen L3MBTL1–H3K9me1 peptide binding; actives 0.66% (n = 230,000); AID 485360, 2010; Potency, µM (highest dose often 57.1 µM), inactives show at the top dose activity, negative = inhibition, usual class: inhibitors; also: nearly all actives have a fitted effect of over 60% in size
Target sequence (Q9Y468 whole entry, looked up): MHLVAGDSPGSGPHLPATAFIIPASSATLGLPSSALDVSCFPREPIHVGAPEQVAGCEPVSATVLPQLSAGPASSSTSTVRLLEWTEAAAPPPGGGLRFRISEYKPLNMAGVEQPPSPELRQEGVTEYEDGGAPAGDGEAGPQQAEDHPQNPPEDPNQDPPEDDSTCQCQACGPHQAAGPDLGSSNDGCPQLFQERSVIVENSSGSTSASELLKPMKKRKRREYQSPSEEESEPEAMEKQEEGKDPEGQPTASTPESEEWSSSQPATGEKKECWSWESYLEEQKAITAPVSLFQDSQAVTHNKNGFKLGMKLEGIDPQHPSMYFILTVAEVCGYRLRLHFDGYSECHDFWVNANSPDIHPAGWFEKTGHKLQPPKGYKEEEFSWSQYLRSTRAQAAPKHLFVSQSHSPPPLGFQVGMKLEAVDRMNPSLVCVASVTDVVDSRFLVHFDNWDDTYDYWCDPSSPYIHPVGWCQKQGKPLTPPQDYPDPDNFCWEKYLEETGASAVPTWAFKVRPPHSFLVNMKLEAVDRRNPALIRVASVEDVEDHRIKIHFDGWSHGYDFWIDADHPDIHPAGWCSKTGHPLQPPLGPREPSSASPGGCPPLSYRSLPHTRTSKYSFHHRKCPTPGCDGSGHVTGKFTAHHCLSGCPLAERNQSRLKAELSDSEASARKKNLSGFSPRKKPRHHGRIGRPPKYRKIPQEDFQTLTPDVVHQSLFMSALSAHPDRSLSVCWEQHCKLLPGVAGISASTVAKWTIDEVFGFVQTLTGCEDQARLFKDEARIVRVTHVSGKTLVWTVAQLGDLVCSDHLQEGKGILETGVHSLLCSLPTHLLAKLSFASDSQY
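Displacement of a biotinylated histone H3(1-15) peptide monomethylated at Lys9 (75 nM) from L3MBTL1 (50 nM) was measured by AlphaScreen after a 30 min room-temperature compound incubation; cefsulodin titration served as intraplate control.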
RECQ1 inh: qHTS Assay for Inhibitors of RecQ-Like Dna Helicase 1 (RECQ1); ATP-dependent DNA helicase Q1 (Homo sapiens), P46063; RECQ1 DNA unwinding, red fluorescence kinetic read; Potency, µM (top dose mostly 57.3 µM), without a hit: at the top dose activity, negative = inhibition, actives largely listed as inhibitors; actives 0.54% (n = 240,000); AID 2549, 2010;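 also: plate controls were vehicle for no effect and no enzyme for full effect; nearly all actives have a fitted effect of over 30% in size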
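RECQ1T1 50 nM; forked duplex (20 bp + 30-nt ss tails) 200 nM, ATP 2 mM final; pH 8.0, 2 mM MgCl2, 2.5 ug/ml poly(dI-dC); 15 min compound preincubation; discontinuous kinetic read over 2 h at RT.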
TRb SRC2 PPI: qHTS for Inhibitors of the Interaction of Thyroid Hormone Receptor and Steroid Receptor Coregulator 2 | Thyroid hormone receptor beta (Homo sapiens), P10828 | TRbeta-SRC2 peptide binding, fluorescence polarization; receptor liganded with 1 µM T3 | Potency, µM (titrated, usually from 106 µM), without a hit: at the highest dose activity change, negative = inhibition, usual class: inhibitors | actives 0.065% (n = 280,000);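 also: plate controls were bound peptide for no effect and peptide without receptor for full effect; nearly all actives have a fitted effect of over 50% in size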
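Binding of a 20-amino-acid Texas Red SRC2 peptide (20 nM) to TRb ligand-binding domain (0.6 uM) with agonist T3 at 1 uM was followed by fluorescence polarization after a 5 hr room-temperature incubation.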
GoLoco inh red: qHTS Assay for Inhibitors of RGS12 GoLoco Motif Activity (Red Fluorophore) | Guanine nucleotide-binding protein G(i) subunit alpha-1 (Homo sapiens), P63096 | Gai1:RGS12 GoLoco peptide FP, rhodamine, 10 min | Potency, µM (top dose mostly 61.6 µM), for inactives: at the top dose activity, negative = inhibition, most hits filed as inhibitors | actives 0.44% (n = 230,000) | AID 880, 2007; active = well fitted inhibition curve with a large enough effect, not every such curve was filed as active; inactive = no such curve, though single readings can be large or run the other way; also: nearly all actives have a fitted effect of over 30% in size; many of its hits are not listed in these tables
KDM4E inh: qHTS Assay for Inhibitors of Human Jumonji Domain Containing 2E (JMJD2E). Lysine-specific demethylase 4E (Homo sapiens), B2RXH2. JMJD2E catalytic domain, FDH-coupled NADH fluorescence (FDH is formaldehyde dehydrogenase). Potency, µM (highest dose often 57.1 µM), for the others: top-dose activity change, negative = inhibition, usual class: inhibitors. actives 1.6% (n = 230,000); active = well fitted inhibition curve with a large enough effect, not every such curve was filed as active; inconclusive = small, poorly fitted or top-dose-only effect, or another doubt; inactive = no such curve, though single readings can be large or run the other way;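 also: 0% = wells with enzyme and -100% = buffer wells without enzyme; nearly all actives have a fitted effect of over 50% in size; many of its hits are not listed in these tables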
Numbers without * were called inactive; i = inactive; ? = inconclusive; · = not tested or not shown; [ ] = another dose, or the depositor's remark. Unless noted, calls follow the shape of the dose curve; as a rule, active = well fitted curve in the direction sought with a large enough effect; inconclusive = small, poorly fitted or top-dose-only effect, or another doubt; inactive = no such curve, though single readings can be large; an effect the other way counts as inactive or inconclusive. Unless noted, % is scaled to controls: 0 for no effect and ±100 for the full control effect; potency is read from the fitted curve at half-maximal effect. This is a subset, so the mix of outcomes need not match the whole.

SMILES | TexasRed fluor | Tau FP inhib | Tau ThT inhib | L3MBTL1 inh | RECQ1 inh | TRb SRC2 PPI | GoLoco inh red | KDM4E inh
CSc1nc2nc(-c3ccc(F)cc3)c(CCN3CCN(C)CC3)cn2n1 | -4% | 5% | -4% | 45%[activator] | i | -8% | 2% | ?
O=C1Nc2ccccc2C12NCCc1c2[nH]c2ccccc12 (stereo unspecified) | -2% | 13% | -11% | · | -10% | 4% | -2% | 5%
O=C(O)Cc1ccc(OCc2ccc(Cl)nc2)cc1 | -1% | -6% | -6% | 10% | -1% | -2% | -2% | -6%
COc1cc(C2NC(=S)NC(C)=C2C(=O)Nc2ccc(C)cc2)ccc1O (stereo unspecified) | -4% | 8% | -6% | 1% | i | 3% | 24% | ?
O=[N+]([O-])c1ccc2[nH]c3c(c2c1)CCCC3 | 2% | 5% | ? | · | -2% | 9% | 4% | -8%
COc1cc(C(=O)NCc2nc(-c3ccc(Cl)cc3)no2)cc(OC)c1OC | ? | -10% | -6% | · | · | -2% | · | ·
COc1ccccc1NC(=S)NC1CCC(CC2CCC(NC(=S)Nc3ccccc3OC)CC2)CC1 (stereo unspecified) | ? | -3% | 3% | 8% | -13% | -26%[53 µM] | 7% | 4%
Cc1nc(Br)c(Br)c(C)c1Br | 0% | -4% | 0% | · | 7% | 1% | 0% | 9%
CCCn1c(=O)c(C#N)cn(C2CC2)c1=O | 2% | -4% | 8% | -2% | 12% | 4% | -2% | 1%
Cc1ccc[n+](CC(=O)N2CCCc3ccccc32)c1 | -1% | 4% | -6% | -23% | 4% | -6% | 9% | -9%
CCC(CC)NC(=O)Nc1ccc(C)cc1 | -1% | -7% | -9% | 14% | -8% | 4% | -2% | 15%
Cc1ccc(C)n1-c1nnc(N2CCC(C(=O)NCc3ccccc3Cl)CC2)s1 | -1% | -12% | ? | · | · | 3% | · | ·
CCOc1cc(C#N)c(NC(=O)c2ccc(OC)c(S(=O)(=O)N3CCCCC3)c2)cc1OCC | ? | -3% | -2% | · | · | 3% | · | ·
O=C1NC2(CCCCCC2)C(=O)N1Cc1ccc([N+](=O)[O-])cc1 | -1% | 1% | ? | 0% | -9% | -2% | -9% | 10%
Cc1ccc(C(=O)c2ccccc2C(=O)OCC(=O)NCCc2ccccc2)cc1 | ? | 5% | -17% | 9% | -2% | -13% | -7% | 3%
O=C(NCC1CCCO1)c1cc(NS(=O)(=O)c2cccs2)cc(NS(=O)(=O)c2cccs2)c1 (stereo unspecified) | -3% | 6% | -7% | · | 3% | -5% | 6% | -1%
CCCNC(=O)CC(NS(=O)(=O)c1ccc(Cl)cc1)c1ccco1 (stereo unspecified) | -2% | -6% | -4% | 1% | -2% | -4% | 2% | -1%
Cc1noc(C)c1-c1ccc2ncnc(N(C)Cc3ccco3)c2c1 | -3% | -10% | -21% | · | 1% | 6% | -6% | -19%
O=C(Nc1ccc2c(c1)OCO2)C1COc2ccccc2O1 (stereo unspecified) | -2% | 14% | ? | -4% | i | -18% | 2% | 3%
NNC(=S)Nc1ccc(S(=O)(=O)N2CCCCC2)cc1 | -3% | 14% | -10% | 1% | i | 4% | -16% | ?
Cc1cccc(S(=O)(=O)Nc2cccc(-c3ccc(N4CCCCC4)nn3)c2)c1 | 2% | 0% | 2% | · | · | 1% | · | ·
COc1ccc(-c2c(C)c3ccc(O)c(CN4CCCC4)c3oc2=O)cc1 | 0% | -1% | -2% | · | · | 1% | · | ·
COc1cc(/C=N\NC(=O)c2nonc2N)c(OC)cc1Br | -1% | 1% | -12% | -5% | 1% | 3% | -4% | 1%
CCC(C)(C)NC(=O)CN(Cc1ccc2c(c1)OCO2)C(=O)CCC(=O)Nc1nccs1 | -1% | 2% | 1% | 2% | -14% | 4% | 0% | 5%
Cc1ccc(CS/C(Nc2ccccc2C)=C(\C#N)C(N)=O)c(C)c1 | -1% | -13% | -8% | 5% | i | -13% | 17% | 7%
COC(=O)c1ccc(Cl)c(NC(=O)C2CCN(S(=O)(=O)Cc3ccccc3)CC2)c1 | -4% | -2% | 0% | · | · | 2% | · | ·
Cc1nc(SCc2ccccc2)nc2c1CCC2 | 0% | 8% | 1% | 63%[activator] | 13% | 2% | 21% | -1%
Cc1cccc(-n2nc([N+](=O)[O-])c(=NCc3cccnc3)n2O)c1 | -2% | 6% | ? | -7% | 11% | -16% | 6% | -1%
O=C(CN1C2CCC1CC(NC(=O)NC1CCCCC1)C2)NC1CC1 (stereo unspecified) | 1% | 6% | -12% | 4% | 7% | -4% | -2% | 2%
CCCCC(=O)Nc1ccc(NC(=S)NC(=O)c2cccs2)cc1OC | 4% | -11% | ? | -3% | 8% | 3% | 11% | 2%
COc1ccc(N2C(=O)CC(Nc3cccc([N+](=O)[O-])c3)C2=O)cc1 (stereo unspecified) | 1% | -5% | ? | -1% | -6% | -2% | 4% | 0%
Cc1ccc(NC(=O)CSc2nc(=O)n(Cc3cccnc3)c3c2CCC3)cc1F | 0% | -11% | -6% | · | · | -6% | · | ·
Cc1ccc(NC(=O)CC2Nc3ccccc3NC2=O)cc1Cl (stereo unspecified) | 0%[53 µM] | 6% | ? | 6% | i | -11%[53 µM] | 14% | ?
O=C(NCc1ccccc1)NC(=O)c1ccncc1 | -1% | -1% | -3% | -2% | 1% | 8% | 0% | 1%
C=CC[C@@](C(C)=O)(C(=O)OC)C(NC(=O)OC(C)(C)C)c1ccccc1 (stereo partly specified) | 0% | 10% | ? | · | i | 7% | 0% | 11%
CC(C)(C)S(=O)(=O)c1cnc(N2CCCCC2)nc1N | 1% | 2% | -7% | 6% | -5% | 3% | 4% | 2%
CCOC(=O)c1c(NC(=O)c2ccc(-n3cnnn3)cc2)sc2c1CCCC2 | 2% | 0% | -7% | 2% | 1% | 0% | 8% | ?
CCOC(=O)c1c(NC(=O)c2cccnc2)sc(C(C)=O)c1C | 0% | 8% | -3% | 8% | -2% | 5% | 5% | -22%
Cc1cccc(CSCCNC(=O)COc2ccc(Cl)cc2)c1 | 0% | 2% | -2% | 15% | 0% | 12% | 17% | -6%
CCc1ccc(N(C)S(=O)(=O)c2ccc3[nH]cc(C(=O)NCC4CCCO4)c(=O)c3c2)cc1 (stereo unspecified) | -1% | -1% | -6% | · | · | -6% | · | ·
CCCCc1ccc(S(=O)(=O)NCCc2ccncc2)cc1 | -1% | -1% | -3% | · | 1% | -2% | 7% | -3%
Cc1ccc(C2CCN(C(=O)c3cnn(-c4ccccc4Cl)c3C3CCN(C(=O)OC(C)(C)C)CC3)C2)cc1 (stereo unspecified) | -1% | 6% | ? | · | · | 1% | · | ·
CCOc1ccc(NC(=O)c2ccc(F)c(S(=O)(=O)N3CCN(c4ccccn4)CC3)c2)cc1 | -3% | ? | -15% | -4% | 7% | 4% | 7% | -1%
COCCn1c(NCc2ccccc2)nc2c1c(=O)[nH]c(=O)n2C | -1% | -5% | -4% | · | -11% | 2% | 13% | -4%
CC1(C)CC(=O)C2=C(C1)c1c(ccc3ccccc13)NC2c1cc([N+](=O)[O-])cc([N+](=O)[O-])c1O (stereo unspecified) | 1% | ? | 11µM* | -26% | i | -9% | -1% | 7%
Cc1cccc2cc(C#N)c(N3CCC(O)CC3)nc12 | -1% | 6% | -12% | · | -2% | 1% | 2% | ?
CSc1cccc(CN2CCN(CCc3ccccc3)C(CCO)C2)c1 (stereo unspecified) | -3% | -10% | -8% | -10% | -5% | 3% | 15% | -1%
CCCc1cc(C(=O)Nc2ccc(F)cc2F)no1 | 3% | 10% | -6% | · | -7% | -13% | 5% | -8%
COc1ccc([N+](=O)[O-])cc1NC(=O)CCC(=O)c1cccs1 | -1% | -1% | 2% | -7% | -11% | 0% | -9% | 4%
CCC12CN3CC(C)(CN(C1)C3c1ccccc1C)C2=O (stereo unspecified) | -3% | 8% | 6% | · | · | 0% | · | ·
NC(=O)CC(NC(=O)Cc1cccc2ccccc12)c1ccc(N2CCC(Br)CC2)c([N+](=O)[O-])c1 (stereo unspecified) | 1% | -5% | ? | · | -8% | 3% | -11% | -1%
CN1CCN(C(=O)c2ccc(Cl)c(S(=O)(=O)N3CCCCC3)c2)CC1 | -7% | -4% | -6% | · | 9% | -4% | 2% | 6%
O=C(O)CC(C(=O)Nc1cccc(C(F)(F)F)c1)C1CCCO1 (stereo unspecified) | -3% | 2% | -3% | · | -2% | -10% | -2% | 4%
